# From PubChem BioAssay
# p53 reactivation: restores transcriptional activity of mutant p53; AID 504706; Potency, µM (top dose mostly 92.2 µM), for the others: at the top dose activity change, positive = activation, usual class: activators; 320,000 tested, 0.063% active; H1299 p53-A138V BP100-luciferase reporter, luminescence, 24 h; note: potency is the fitted concentration of half-maximal effect; % of control where 0% means no effect; nearly all actives have a fitted effect of over 45% in size
#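 H1299 (p53-null), stable ts p53-A138V + BP100-Luc; 1000 cells/well, Opti-MEM/10% FBS; cpd 4 pt, 1:5; 24 h, 37 deg C, 5% CO2; detection reagent 10 min RT; luminescence.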
# BRCA1 expr act: increases BRCA1 expression. Potency, µM (doses to about 46.1 µM), for the others: at the highest dose activation, most hits filed as activators. 380,000 tested, 1.1% active. AID 624202. MCF7-BRCA1-FFLuc reporter, luminescence, 48 h; response scale: scaled: vehicle 0%, 10 µM genistein 100%; note: potency is the fitted concentration of half-maximal effect; nearly all actives have a fitted effect of over 80% in size; some results filed as inactive show a strong effect at the top dose
#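 Quantitative HTS in MCF7 cells stably reporting BRCA1 expression via firefly luciferase. Compound treatment lasts 48 h at 37 °C in phenol-red free MEM. Activation is expressed relative to genistein at 10 microM and DMSO.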
# FLuc counter: firefly luciferase modulation, counter-screen for miR-21 project; P08659; purified FLuc, Km substrates, luminescence inhibition; Potency, µM (doses to about 57.5 µM), for the others: at the top dose activity change, negative = inhibition, actives largely listed as inhibitors; 360,000 tested, 6.9% active; AID 588342;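 note: potency is the fitted concentration of half-maximal effect; plate controls were vehicle for no effect and reference inhibitor for full effect; nearly all actives have a fitted effect of over 55% in size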
# Target sequence (P08659 whole entry, looked up): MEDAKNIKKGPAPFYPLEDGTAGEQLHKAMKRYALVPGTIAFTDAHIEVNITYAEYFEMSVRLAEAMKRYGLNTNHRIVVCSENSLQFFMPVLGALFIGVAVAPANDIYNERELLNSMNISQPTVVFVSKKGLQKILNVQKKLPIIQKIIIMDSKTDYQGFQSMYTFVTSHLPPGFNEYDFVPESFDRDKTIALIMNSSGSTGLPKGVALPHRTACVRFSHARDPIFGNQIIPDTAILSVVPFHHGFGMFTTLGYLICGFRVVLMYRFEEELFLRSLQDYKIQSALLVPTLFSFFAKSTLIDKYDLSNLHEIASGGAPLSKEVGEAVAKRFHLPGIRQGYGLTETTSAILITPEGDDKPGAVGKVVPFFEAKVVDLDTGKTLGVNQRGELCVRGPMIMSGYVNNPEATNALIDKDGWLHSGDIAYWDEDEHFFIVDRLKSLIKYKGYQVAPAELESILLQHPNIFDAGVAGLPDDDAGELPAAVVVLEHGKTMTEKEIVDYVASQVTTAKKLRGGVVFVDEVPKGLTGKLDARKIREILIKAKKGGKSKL
#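 Purified P. pyralis luciferase (10nM final) with 10uM D-luciferin and 10uM ATP (Km levels) in 50mM Tris acetate pH 7.5, 10mM Mg acetate, 0.01% Tween-20, 0.05% BSA; qHTS 6-point titration, ~60 µM downward; luminescence read.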
# NPC1 promoter act: activates the NPC1 promoter; Huh7 NPC1 promoter luciferase reporter, 24 h; Potency, µM (top dose mostly 9.22 µM), without a hit: at the highest dose activation, hits mostly activators; 320,000 tested, 2.4% active; AID 485313;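 note: potency is the fitted concentration of half-maximal effect; % of control where 0% means no effect; nearly all actives have a fitted effect of over 60% in size; reporter is driven by a mutant NPC1 promoter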
#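 In 1536-well qHTS, Huh7 cells harboring an NPC1 promoter–luciferase construct received compound for 24 h; activation was quantified by luminescence following luciferase reagent addition.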
# PKM2 activator: PKM2 (human) enzyme activation. P14618. purified PKM2, Kinase-Glo ATP luminescence, activation; response scale: 0% is enzyme alone, no compound. Potency, µM (highest dose often 57.5 µM), inactives show at the top dose activation, usual class: activators. 260,000 tested, 0.34% active. AID 1631; note: potency is the fitted concentration of half-maximal effect; % is set by controls: 0 for no effect and ±100 for the full control effect; nearly all actives have a fitted effect of over 55% in size
#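 hPK-M2, >95% pure; 0.1 mM ADP / 0.5 mM PEP final; imidazole pH7.2 buffer w/ 7 mM MgCl2, 50 mM KCl; 1 h RT; Kinase-Glo lum. Intermediate enzyme activity for dual inhibitor/activator qHTS.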
# Rab9 prom act: Rab9 promoter activation; Huh7 Rab9 promoter-luciferase reporter, luminescence, 24 h; Potency, µM (top dose mostly 9.22 µM), for the others: at the top dose activation, negative = inhibition, hits mostly activators; 320,000 tested, 2.8% active; AID 485297; note: potency is the fitted concentration of half-maximal effect; % of control where 0% means no effect; nearly all actives have a fitted effect of over 60% in size
#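 Huh7 cells stably carrying a Rab9 promoter-luciferase reporter, 1500 cells per well in OP-MEM I with 10% FBS, treated with compound 24 hours at 37C. Luciferase activity read by luminescence after 10 minutes with Amplite reagent.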
# Gal4-VP16 FLuc: Gal4-VP16 reporter inhibition counter-screen; Drosophila S2 Gal4-VP16 UAS-luciferase, luminescence, 20 h; Potency, µM (top dose mostly 53.6 µM), inactives show at the top dose activity, negative = inhibition, most hits filed as inhibitors; 310,000 tested, 3.5% active; AID 2546;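 note: Gal4-VP16 expression switched on by copper sulfate through the metallothionein promoter; potency is the fitted concentration of half-maximal effect; % is set by controls: 0 for no effect and ±100 for the full control effect; nearly all actives have a fitted effect of over 50% in size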
# RORgamma inh: inhibitors of mouse ROR gamma transcriptional activity | P51450 | Drosophila S2 Gal4-RORgamma UAS-luciferase reporter, 20 h | Potency, µM (doses to about 53.6 µM), inactives show at the top dose activity change, negative = inhibition, actives largely listed as inhibitors | 310,000 tested, 5.4% active | AID 2551; note: potency is the fitted concentration of half-maximal effect; % is set by controls: 0 for no effect and ±100 for the full control effect; nearly all actives have a fitted effect of over 60% in size
# Target sequence (P51450 whole entry, looked up, the tested form may be a part): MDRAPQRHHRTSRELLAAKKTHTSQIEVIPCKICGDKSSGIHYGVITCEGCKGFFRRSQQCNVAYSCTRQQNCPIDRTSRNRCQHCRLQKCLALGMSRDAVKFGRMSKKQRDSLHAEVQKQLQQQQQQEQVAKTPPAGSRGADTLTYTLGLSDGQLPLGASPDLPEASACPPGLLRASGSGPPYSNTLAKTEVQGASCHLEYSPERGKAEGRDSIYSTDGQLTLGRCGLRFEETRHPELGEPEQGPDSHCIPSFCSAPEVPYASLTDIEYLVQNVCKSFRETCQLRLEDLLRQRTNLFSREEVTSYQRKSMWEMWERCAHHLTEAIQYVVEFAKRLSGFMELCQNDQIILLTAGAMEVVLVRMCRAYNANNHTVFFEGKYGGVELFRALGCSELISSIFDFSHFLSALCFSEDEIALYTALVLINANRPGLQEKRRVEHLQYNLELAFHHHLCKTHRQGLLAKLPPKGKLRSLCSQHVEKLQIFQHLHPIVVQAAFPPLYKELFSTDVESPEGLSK
#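 Compounds are pin-transferred onto Drosophila Schneider cells expressing a copper-inducible Gal4–ROR gamma transactivation domain fusion. After 1 hr, copper sulfate is added to 700 uM final; luciferase is read 20 hr later.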
# Menin-MLL TR inh: inhibitors of human menin-MLL interaction, mutant MLL peptide; Menin + Texas Red MLL mutant peptide, fluorescence polarization; Potency, µM (titrated, usually from 61.6 µM), without a hit: at the top dose FP activity change, negative = inhibition, actives largely listed as inhibitors; 270,000 tested, 0.23% active; AID 1768; active = well fitted inhibition curve with a large enough effect in the polarisation, with a control signal flat, not every such curve was filed as active; inconclusive = small, poorly fitted or top-dose-only effect, or effect the other way, or a change in a side signal; inactive = no such curve, though single readings can be large or run the other way; the % refers to the polarisation; note: potency is the fitted concentration of half-maximal effect; % of control where 0% means no effect; many of its hits are not listed in these tables
# Giardia kill: Giardia lamblia killing. activity change, % at 7.66 µM, hits read low. Giardia lamblia trophozoite viability. 340,000 tested, 0.15% active; in the data active = activity change below about -80%; inconclusive = between about -30% and that limit;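 note: parasites exposed to compound for two days anaerobically before the ATP read; % is set by controls: 0 for no effect and ±100 for the full control effect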
#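 Viability, read as ATP luminescence: trophozoites at 100 cells/well, compound added, 48 hrs anaerobic at 37 deg C, then 15-30 min room-temperature development before reading.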
# ELG1 genotox: inducers of genotoxicity in HEK293T ELG1-luciferase cells; HEK293T ELG1-luciferase reporter, luminescence, 16 h; 330,000 tested, 1.3% active; Potency, µM (series often up to 46 µM), for inactives: at the highest dose activity change, positive = activation, actives largely listed as activators; note: potency is the fitted concentration of half-maximal effect; % of control where 0% means no effect; nearly all actives have a fitted effect of over 60% in size
#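 ELG1-luciferase HEK293T cells, 2,000/well; compound pinned in; 16 hr, 37 °C, 5% CO2; ONE-Glo, 30 min RT; luminescence on CCD imager.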
# * hit, by the source's call; ? = inconclusive; · = not tested or not shown; & = joins results of further samples; [ ] = dose if it differs, or a comment. Unless noted, calls come from the whole dose curve; as a rule, active = well fitted curve in the direction sought with a large enough effect; inconclusive = small, poorly fitted or top-dose-only effect, or another doubt; inactive = no such curve, though single readings can be large; an effect the other way counts as inactive or inconclusive. This is a subset (hit frequency here may not be typical).
SMILES,p53 reactivation,BRCA1 expr act,FLuc counter,NPC1 promoter act,PKM2 activator,Rab9 prom act,Gal4-VP16 FLuc,RORgamma inh,Menin-MLL TR inh,Giardia kill,ELG1 genotox
CCOC(=O)c1[nH]ncc1CN1CCCC(C(=O)c2cc(Cl)ccc2OC)C1 (centres undefined),-3%,0%,-2%,-6%,9%,-10%,4%,8%,?,17,-1%
Cc1ccc(Nc2n[nH]c(C)c2[N+](=O)[O-])cc1,?,?,19µM*,2.8µM*,-10%,3.5µM*,7%,33%,1%,12,19%
COCCN1C(=O)c2ccccc2C(C(=O)NCCN(C)C)C1c1ccc(F)cc1 (centres undefined),-4%,33%,4%,-3%,6%,-7%,3%,0%,-25%,5,5%
CC(C)Cn1c(SCC#N)nc2ccccc2c1=O,-7%,0%&1%,1%,0%,0%,-7%,-2%,-12%[10 µM],8%,1&-17,0%
CC(C)(C)N(NC(=O)OCc1ccccc1)C(=O)c1ccccc1Cl,-5%,-14%,0%,1%,-1%,-8%,-1%,2%,-4%,-5,0%
CCNC(=O)NC(=O)C(C)OC(=O)Cc1coc2cc3c(cc12)CCC3 (centres undefined),0%,-2%,-15%,-3%,0%,-40%[inhibitor],-15%,?,-16%,-8,1%
O=C(Nc1ccc(-c2nnc(-c3ccco3)o2)cc1)C(c1ccccc1)c1ccccc1,3%,4%,1%,-3%,6%,-15%,-1%,16%,-6%,5,2%
CCN(CC)c1cc(Cl)nc(N)n1,7%,-8%,-3%,0%,-16%,-2%,3%,13%,8%,-8,0%
Cc1cccc(C(=S)N2CCOCC2)n1,-3%,-2%,-1%,-9%,·,2%,·,·,·,-18,1%
Cc1ccc([N+](=O)[O-])cc1S(=O)(=O)Nc1ccc(C(=O)N2CCN(C(=O)c3ccco3)CC2)cc1,2%,0%,·,-2%,·,0%,·,·,·,-11,0%
COc1ccc(S(=O)(=O)N2CCN(CC(=O)Nc3cccc(F)c3)CC2)cc1,6%,15%,-1%,1%,0%,5%,-3%,42%,-18%,?,-3%
Cn1c(NNC(=O)c2ccccc2F)cc(=O)n(C)c1=O,1%,-10%,0%,-3%,1%,-4%,2%,-22%,·,3,0%
CCCCc1nc2cc(C(=O)NCc3cn(C)nc3C)ccc2o1,2%,34%,?,-28%,5%,-9%,0.063µM*,1µM*,·,-19,-2%
CCc1ccc(NC(=O)C(=O)N/N=C(\C)CC(=O)NCCOC)cc1,10%,-1%,?,8%,0%,19%,4%,-35%,-9%,0,12%
Cc1cccc(C)c1NC(=O)C[n+]1cc(-c2ccccc2)n2c1CCC2,3%,-20%,7%,2%,-5%,-8%,-17%,10%,·,3,-8%
Cc1ccc(C2(c3noc(CN4CCOCC4)n3)CCCC2)cc1,0%,17%,1%,-2%,-7%,1%,5%,4%,-21%,4,1%
CC1CN(C(=O)CCN2C(=O)c3ccccc3C2=O)CC(C)O1 (centres undefined),-9%,-13%,5%,-3%,-10%,-8%,0%,?,0%,-7,0%
COC(=O)c1ccsc1NC(=O)CN1CCN(Cc2ccc3c(c2)OCO3)CC1,-2%,0%,-1%,-3%,-4%,4%,-5%,-12%,-10%,6,-9%
CNC(=S)NNC(=O)c1sccc1OCc1ccccc1,-8%,-6%,0%,4%,8%,0%,-8%,?,40%[activator],5,6%
CC(=O)Nc1ccc(NC(=S)NC(=O)c2ccc([N+](=O)[O-])cc2)cc1,-6%,-2%,-2%,-1%,2%,0%,-3%,-13%,-2%,-13,-1%
CCO[C@H]1OC(C(=O)NC2CC2)=C[C@@H](c2c[nH]c3ccccc23)[C@@H]1CCCO,-3%,1%,1%,-4%,3%,-5%,1%,-11%,·,15,1%
O=S(=O)(c1cccc(-c2nnc3n2CCCCC3)c1)N1CCOCC1,-1%,0%,-3%,-5%,-1%,-3%,-5%,7%,·,7,-3%
COc1ccc(CCNC(=O)CSc2ncnc3c2oc2ccccc23)cc1OC,-20%,9%,7%,3%,4%,-9%,-3%,14%,-5%,7,-1%
CCOC(=O)c1c(NC(=O)COC(=O)c2ccccc2NC)sc(C(=O)N(C)C)c1C,-7%,-66%,-1%,-4%,-7%,0%,-19%,5%,·,-5,-30%
CCOC(=O)C1=C(O)C(=O)N(c2ccc(S(N)(=O)=O)cc2)C1c1ccccc1 (centres undefined),8%,-10%,2%,-8%,-6%,-4%,6%,9%,21%,-5,-9%

# Taken from above:
# NPC1 promoter act, O=S(=O)(c1cccc(-c2nnc3n2CCCCC3)c1)N1CCOCC1 stands at -5%
# Gal4-VP16 FLuc, CCc1ccc(NC(=O)C(=O)N/N=C(\C)CC(=O)NCCOC)cc1 stands at 4%

# The main list resumes, repeating the three entries before the break.
SMILES,p53 reactivation,BRCA1 expr act,FLuc counter,NPC1 promoter act,PKM2 activator,Rab9 prom act,Gal4-VP16 FLuc,RORgamma inh,Menin-MLL TR inh,Giardia kill,ELG1 genotox
COc1ccc(CCNC(=O)CSc2ncnc3c2oc2ccccc23)cc1OC,-20%,9%,7%,3%,4%,-9%,-3%,14%,-5%,7,-1%
CCOC(=O)c1c(NC(=O)COC(=O)c2ccccc2NC)sc(C(=O)N(C)C)c1C,-7%,-66%,-1%,-4%,-7%,0%,-19%,5%,·,-5,-30%
CCOC(=O)C1=C(O)C(=O)N(c2ccc(S(N)(=O)=O)cc2)C1c1ccccc1 (centres undefined),8%,-10%,2%,-8%,-6%,-4%,6%,9%,21%,-5,-9%
COc1ccccc1N1CCN(CC(=O)Nc2ccccc2C(=O)NC(C)c2ccccc2)CC1 (centres undefined),-10%,-38%,0%,-1%,·,-3%,·,·,·,-5,-6%
CSC1=C(C#N)C(CC(C)C)C2=C(CCCC2=O)N1 (centres undefined),0%,-13%,0%,27%,0%,2%,5%,-36%,-1%,6,-3%
Cc1ccc(NC(=O)Cn2c(CCC(=O)O)ccc2-c2cccs2)cc1Cl,-1%,-1%,?,-2%,?,-1%,-25%,-12%,?,-1,1%
O=C(NCCCCCCNC(=O)OCCO)OCCO,-1%,0%,0%,-2%,-1%,-7%,-5%,5%,-1%,-9,1%
Cc1ccc(SCC(=O)NC(C)c2ccccc2)cc1 (centres undefined),-146%[inhibitor],34%,-8%,3%,-1%,9%,-2%,27%,-1%,-20,8%
CC(C)CNC(=O)N1c2ccccc2Sc2ccccc21,-2%,-29%,-2%,-3%,3%,-5%,10%,34%,·,10,-7%
COc1cc(OC)cc(C(=O)NCC(=O)OCC(=O)c2cc(OC)ccc2OC)c1,-11%,-12%,-2%,1%,-1%,-7%,-16%,-2%,-2%,-11,0%
O=S(=O)(/C=C/c1cccc(Br)c1)N1CCOCC1,4%,4%,2%,3%,·,3%,-2%,-5%,8%,15,0%[9.26 µM]
Cc1csc(NC(=O)c2ccc(S(=O)(=O)N3CCN(C)CC3)cc2)n1,9%,16%,-2%,12%,-4%,10%,?,-4%,-2%,6,5%
CCCCCC(=O)Nc1cccc(C2=NOC3(C2)C[C@@H](C(N)=O)N(C(=O)c2ccc(Cl)cc2)C3)c1 (some centres undefined),8%,-6%,-8%,-2%,-3%,0%,-1%,40%,·,?,-2%
CC(C)(C)NC(=O)COC(=O)c1ccccc1C(=O)c1ccccc1,2%,-29%,3%,-2%,-1%,0%,-6%,17%,-10%,-1,1%
COc1cccc(N2CCN(C(=O)c3cc4c(s3)-c3ccccc3OC4)CC2)c1,·,-17%&-42%,-16%&-13%,0%,-2%,-5%,1%,-3%,?,-5,0%
Cc1ccccc1OC(C)C(=O)Nc1ccc2c(c1)OCO2 (centres undefined),-3%,-1%,-3%,0%,0%,-2%,22%,-2%,·,-13,3%
CC(=O)Nc1ccc(S(=O)(=O)N(C)C2CCN(C)CC2)cc1,-4%,-12%,0%,0%,3%,4%,-11%,-5%,14%,41[activator],1%
O=C(C[n+]1cccc(NC(=O)c2ccccc2)c1)c1ccc(NC(=O)c2ccccc2)cc1,-6%,-36%,-2%,-2%,0%,1%,17%,31%,3%,0,0%
